Rv3671c protease: Rv3671c serine protease inhibitors, primary screen, biochemical, fluorescence polarization, M. tuberculosis H37Rv; P9WHR9; inhibition, % at 5.96 µM; hit rate 0.048% among 320,000; in the data active means inhibition above about 38%;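 further: extracellular domain of Rv3671c used as enzyme; 0% = enzyme with DMSO and 100% = no enzyme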
Yp Topo-I inh: Yersinia pestis topoisomerase I inhibitors, primary screen, biochemical, cleavage product accumulation, plate reader, single point. AID 504884, 2011. hit rate 0.064% among 360,000. Y. pestis Topo-I cleavage product accumulation. activity, % at 10 µM; in the data active means activity above about 50%, passing the limit was not always enough; further: inactives centre near 2
TcdB GH inh: TcdB glycohydrolase inhibitors, primary screen, biochemical, single point, plate reader. Toxin B (Clostridioides difficile), P18177. TcdB glycohydrolase enzymatic assay. inhibition, % at 9.99 µM. hit rate 0.24% among 350,000. AID 652162, 2013; in the data active means inhibition above about 10%
PriA SSB inh: inhibitors of Klebsiella pneumoniae PriA binding to SSB C-terminal tail, primary screen, biochemical, AlphaScreen; AlphaScreen SSBct-PriA binding, biotinylated peptide; inhibition, % at 33 µM; hit rate 0.6% among 430,000; AID 1272365, 2023; in the data active means inhibition mostly above about 37%, no sharp cut-off; inactive means mostly below about 20%;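 further: plate controls were negative control peptide for no effect and reference peptide for full effect; strong numbers were not always called active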
SARS 3CLpro inh: SARS-CoV 3CLpro protease inhibitors, primary screen, biochemical, quenched FRET | Replicase polyprotein 1ab (Severe acute respiratory syndrome coronavirus), P0C6X7 | recombinant SARS-CoV 3CLpro, quenched FRET peptide cleavage | inhibition, % at 6 µM | hit rate 0.14% among 290,000; in the data active means inhibition above about 12%
PfHsp40 rescue: rescue of yeast from PfHsp40 toxicity, primary screen, S. cerevisiae, ATP luminescence; AID 504582, 2011; hit rate 0.68% among 340,000; growth rescue, % at 12.5 µM; S. cerevisiae expressing PfHsp40, growth rescue; in the data active means growth rescue above about 28%, passing the limit was not always enough;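 further: yeast W303a lacking pdr1 and pdr3 grown in galactose medium; growth measured after three days at 30 °C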
MazF activator: activators of E. coli MazEF toxin-antitoxin RNase, primary screen, biochemical, fluorescence, uHTS. activation, % at 20 µM. FAM/BHQ RNA-DNA oligo cleavage fluorescence, 5 h. hit rate 0.32% among 350,000. Endoribonuclease toxin MazF (Escherichia coli (strain K12)), P0AE70; in the data active means activation above about 50%
VHR inh abs: VHR1 phosphatase inhibitors, primary screen, biochemical, absorbance, uHTS; Dual specificity protein phosphatase 3 (Homo sapiens), P51452; recombinant VHR phosphatase, pNPP absorbance; inhibition, % at 13.3 µM; hit rate 0.52% among 290,000; AID 1654, 2009; in the data active means inhibition above about 50%; further: some compounds called inactive have numbers as strong as hits
Target sequence (P51452 whole entry, looked up): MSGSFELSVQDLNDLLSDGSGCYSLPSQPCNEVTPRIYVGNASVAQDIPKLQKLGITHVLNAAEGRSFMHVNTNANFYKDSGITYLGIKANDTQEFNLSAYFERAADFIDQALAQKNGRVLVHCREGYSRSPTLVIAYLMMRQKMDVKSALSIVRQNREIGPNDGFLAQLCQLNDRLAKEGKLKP
Anthrax LF inh2: Bacillus anthracis LF protease inhibitors, primary screen, biochemical, multiplex microsphere, MLPCN library; multiplex microsphere protease cleavage assay; inhibition, % at 10 µM; hit rate 0.12% among 360,000; AID 588501, 2011; in the data active means inhibition above about 30%; further: plate controls were buffer without enzyme for full effect and enzyme alone for no effect
Target sequence (P15917 whole entry, looked up): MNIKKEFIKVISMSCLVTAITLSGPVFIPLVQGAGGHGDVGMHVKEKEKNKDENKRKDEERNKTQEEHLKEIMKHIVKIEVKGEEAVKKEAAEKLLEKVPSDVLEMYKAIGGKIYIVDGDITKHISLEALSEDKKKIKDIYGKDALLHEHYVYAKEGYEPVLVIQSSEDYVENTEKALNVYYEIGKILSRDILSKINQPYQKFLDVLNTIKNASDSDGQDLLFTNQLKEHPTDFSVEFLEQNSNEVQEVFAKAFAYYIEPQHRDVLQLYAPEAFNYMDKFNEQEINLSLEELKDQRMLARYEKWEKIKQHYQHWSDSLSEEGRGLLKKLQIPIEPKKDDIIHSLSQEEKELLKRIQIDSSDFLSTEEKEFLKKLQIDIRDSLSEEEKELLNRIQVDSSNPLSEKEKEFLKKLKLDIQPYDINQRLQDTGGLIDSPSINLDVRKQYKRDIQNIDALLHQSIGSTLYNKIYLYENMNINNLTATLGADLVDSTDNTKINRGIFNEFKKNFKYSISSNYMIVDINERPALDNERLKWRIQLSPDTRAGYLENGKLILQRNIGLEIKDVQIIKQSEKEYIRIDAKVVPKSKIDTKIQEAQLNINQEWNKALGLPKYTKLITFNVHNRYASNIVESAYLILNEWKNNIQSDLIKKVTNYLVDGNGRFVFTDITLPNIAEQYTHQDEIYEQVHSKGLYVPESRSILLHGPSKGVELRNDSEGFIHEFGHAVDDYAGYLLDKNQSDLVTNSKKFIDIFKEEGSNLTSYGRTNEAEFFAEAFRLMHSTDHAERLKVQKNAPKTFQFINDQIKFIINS
Vc quorum ag: inducers of Vibrio cholerae quorum light production without autoinducers, primary screen, BH1578 luxS cqsA deficient, single point; V. cholerae BH1578 lux reporter, luminescence, 6 h; hit rate 0.16% among 350,000; activation, % at 18.7 µM; in the data active means activation mostly above about 9.7%, no sharp cut-off; further: not every result past the cut was called active; inactives centre near 0; reference of the scale not given here
Starred values were filed as active, the others as inactive; i = inactive; nt = not tested or not shown; & = joins results of further samples. Not all compounds are listed. The share of hits here may be higher or lower than overall.

SMILES	Rv3671c protease	Yp Topo-I inh	TcdB GH inh	PriA SSB inh	SARS 3CLpro inh	PfHsp40 rescue	MazF activator	VHR inh abs	Anthrax LF inh2	Vc quorum ag
COc1ccc(CNC(=O)CNC(=O)c2c(C)nn(C)c2Cl)cc1	4.7	4.2	1.8	1.2	-3.2	-1.3	6.8	30.2	-3.1	-1.3
Cc1occc1-c1nnc(SCC(=O)N2CC(=O)Nc3ccccc32)n1CC(C)C	-8.5	4.6	nt	-5.2	-3.8	0.4	-1.1	10.5	0.2	-0.8
COc1ccccc1NC(=O)C1C2C=CC3(CN(Cc4cccnc4)C(=O)C13)O2 (stereo not drawn)	6.6	-0.5	0.2	-6.0	-6.5	-0.4	0.4	25.2	-2.7	-0.6
COc1cc(NC(=O)CN2C(=O)c3ccccc3S2(=O)=O)c(OC)cc1Cl	-0.5	5.9	nt	-4.6	-3.0	-2.0	4.0	7.1	-2.3	1.5
CCCCN(C(=O)C1=NN(c2ccccc2)C(=O)CC1)c1c(N)n(CC(C)C)c(=O)[nH]c1=O	0.9	0.8	1.0	1.9	nt	-0.8	2.1	nt	-0.3	-0.8
COc1ccc([C@@H]2[C@@H]3C(=O)N(C(C)(C)C)C(=O)[C@@H]3[C@]3(CC(C)C)C(=O)N(c4cccc(F)c4)C(=O)N23)cc1	-0.6	4.8	2.0	1.0	nt	3.1	2.7	nt	-0.3	-2.1
CCn1c(Cc2ccccc2)nnc1SCC(=O)N1CCCC1=O	8.0	3.6	1.1	-1.2	-3.7	0.0	-0.7	33.1	-5.7	2.9
COc1ccccc1NC(=O)COc1ccc(/C=N/NC(=O)CSCc2cc(C)cc(C)c2)cc1	-5.5	19.0	nt	nt	1.9	0.8	-0.2	-2.8	3.3	-0.5
Cc1sc2nc(CN3CCOCC3)nc(N3CCC(C(N)=O)CC3)c2c1C	-2.6	1.5	nt	2.3	5.6	-0.3	2.1	nt	1.6	i
O=[N+]([O-])c1ccc(/C=N\NS(=O)(=O)c2ccc(F)cc2)o1	4.2	3.4	2.6	nt	-1.4	-1.0	0.5	35.7	0.9	-0.2
Cn1nc(C(=O)N2CCN(c3ccc(F)cc3)CC2)c2c1-c1ccccc1S(=O)(=O)C2	10.0	15.0	2.9	-9.3	-5.5	8.0	5.0	-14.4	-1.8	-0.4
CC(C)N(C(=O)CSc1nnnn1-c1ccc2c(c1)OCO2)C(C)C	1.2	17.6	0.5	-1.8	-0.3	0.2	-4.8	-7.4	-2.7	-0.2
Cc1cc(C)cc(NC(=O)Cn2nnc(C(=O)NCc3ccccc3Cl)c2N)c1	-19.1	12.6	0.4	-5.3	-4.0	0.1	-8.9	1.1	0.9	-0.3
CCCC(C)NC(=O)CSc1nnc2ccccn12 (stereo not drawn)	-0.7	-12.1	-6.2	-10.0	3.3	0.8	0.5	42.8	-0.5	i
COc1ccc2c(c1OC)C(=O)NC(C)=C(C(=O)OC(C)(C)C)C2O (stereo not drawn)	-1.7	4.1	nt	-6.7	-1.6	1.9	-2.2	-11.2	-7.8	i
CCNC(=O)C1CCCN(C(=O)c2cc(F)cc(F)c2)CC1 (stereo not drawn)	nt	-0.4	0.5	nt	nt	nt	nt	nt	0.2	-3.7
O=C1C2C3C=CC(C3)C2C(=O)N1c1nc2ccccc2s1 (stereo not drawn)	9.5	7.4	nt	-8.0&-7.6	-1.5	-1.6	-0.9	-5.3	-2.0	11.5
COc1ccc(C(=O)Nn2c(CC(C)C)nc3cc(Cl)ccc3c2=O)c(OC)c1	-8.5	5.8	-10.4	11.7	2.6	-0.1	7.6	6.5	2.6	-0.3
CCOC(=O)c1ccc(-c2ccc(/C=N/NC(=O)CN(c3ccccc3Br)S(C)(=O)=O)o2)cc1	0.6	15.6	0.7	nt	0.0	-1.5	-4.5	-4.8	-1.0	-0.1
COc1cccc(C(=O)Nc2ccc(NC(=O)c3ccco3)cn2)c1	5.8	-6.6	nt	4.6	1.4	1.4	4.9	17.4	2.8	-0.1
Cc1ccc(C)c(N2CCN(c3ccc([N+](=O)[O-])cn3)CC2)c1	-5.5	-0.4	0.9	2.8	1.5	-0.7	-2.8	8.8	-9.3	i
CCN1C(=O)[C@H]2[C@@H](c3ccc(-c4ccc(F)cc4)c(OC)c3)N[C@@](Cc3ccccc3)(C(=O)OC)[C@H]2C1=O	-0.7	11.4	0.8	8.6	nt	3.0	2.9	nt	-2.9	i
CC(=O)c1ccc(N2CCN(C(=O)c3cc4c(C)nc5ccccc5c4o3)CC2)cc1	-1.5	18.3	0.7	-12.8	-1.6	17.5	55.9*	14.2	-1.2	i
CCOC(=O)Cc1csc(NC(=O)COc2cc(C)cc(C)c2)n1	-1.9	-1.7	2.6	-12.9	3.4	0.8	1.2	42.8	0.8	-0.9
CCCCCC(=O)N/N=C/c1cc(Br)c(O)c(OC)c1	-2.1	0.4	-7.2	nt	-4.0	-0.4	2.0	-17.2	-1.6	-0.4

Single values from the results shown:
Vc quorum ag, O=[N+]([O-])c1ccc(/C=N\NS(=O)(=O)c2ccc(F)cc2)o1 → -0.2
MazF activator, Cc1cc(C)cc(NC(=O)Cn2nnc(C(=O)NCc3ccccc3Cl)c2N)c1 → -8.9

(next part)
SMILES	Rv3671c protease	Yp Topo-I inh	TcdB GH inh	PriA SSB inh	SARS 3CLpro inh	PfHsp40 rescue	MazF activator	VHR inh abs	Anthrax LF inh2	Vc quorum ag
Cc1cccc2nc(-c3ccco3)c(Nc3ccc4c(c3)OCO4)n12	3.7	1.0	0.8	28.1	-5.4	0.0	0.7	1.7	-6.3	-0.2
CCOC(=O)Nc1nc(C)c(C(=O)N(C)C)s1	-4.0	2.5	nt	-8.9	-2.4	1.3	-0.5	2.9	-13.4	-0.3
Cc1cc(NC(=O)COc2ccc(Cl)cc2Cl)n(-c2ccccc2)n1	-1.1	26.1	nt	-27.7	-2.5	2.4	-17.3	20.8	-3.3	i
O=CN1CCN(CC(O)Cn2c3ccccc3c3ccccc32)CC1 (stereo not drawn)	8.3	2.8	1.4	11.4	-0.3	-0.1	-4.0	9.4	1.7	i
CCOCCCn1c(=NC(=O)c2cccs2)c(C#N)cc2c(=O)n3cccc(C)c3nc21	-0.6	-2.8	-0.7	-5.6	-1.6	1.6	14.6	0.9	4.6	-0.5
COc1ccc([C@H]2CC(=O)C=C(c3cccc(NC(C)=O)c3)C2)cc1	-3.2	11.9	0.0	-1.1	nt	-0.5	-2.9	nt	-2.6	-0.7
CCn1c(=O)c2c(nc3n2CCCN3CCc2ccccc2)n(C)c1=O	1.6	-0.8	nt	-9.7	8.3	-0.3	6.6	1.5	-1.7	i
O=C(CN1C(=O)NC2(CCCC2)C1=O)NCc1ccc(F)cc1	-0.1	-1.1	0.3	-5.8	nt	0.9	-7.6	nt	-3.6	i
O=C(O)CCCC[C@@H]1SC[C@@H]2NC(=O)N[C@@H]21	0.9	-4.4	1.0	-7.8	nt	-1.0	-1.2	nt	-7.3	-0.2
Fc1ccc(/C=C\c2nccc3c2[nH]c2ccccc23)cc1	-17.8	-16.6	11.5*	-14.8	3.3	0.1	29.8	21.5	2.4	i
C=CCNC(=O)N1CCCC(C(=O)c2cccc(OC(C)C)c2)C1 (stereo not drawn)	1.4	1.3	-1.0	0.3	-2.8	0.9	5.7	-22.7	9.9	-0.2
COc1ccc(C(=O)NCC(=O)Nc2ccccc2)cc1OC	-2.5	-2.0	nt	-18.8	3.2	6.9	0.6	2.6	1.6	i
O=C(NC1CCCCC1)c1nn2c(C(F)(F)F)cc(-c3ccco3)nc2c1Br	-14.2	-0.6	nt	8.9	1.9	-1.8	33.1	9.9	-3.5	-0.5
CNC(=O)NC(=O)Cn1nc2n(c1=O)-c1ccccc1SC2	-1.8	2.0	0.1	-10.4	-3.7	-0.3	4.1	9.5	5.0	i
CSCCC(NC(=O)c1ccco1)C(=O)OCC(=O)Nc1ncc(Cl)c(C)c1Cl (stereo not drawn)	-1.6	4.3	nt	-0.9	4.7	1.3	-5.8	-2.0	-3.2	-0.5
Cc1nn(CCCC(=O)Nc2nccs2)c(C)c1[N+](=O)[O-]	3.5	0.2	nt	-3.3	2.9	0.3	6.4	5.5	1.6	3.4
COc1ccc(OCC(=O)NNC(=O)c2cccc(S(=O)(=O)N(C)C)c2)cc1	9.2	1.0	nt	-3.1	3.5	-0.9	-2.4	-10.5	1.3	-0.4
CC(C)(C)c1ccc(/C=N/NC(=O)c2ccccn2)cc1	-4.0	2.7	1.2	nt	6.1	-0.6	-7.8	6.5	-1.9	-0.3
Cc1ccccc1CSCc1nc2ccccc2[nH]1	-4.6	-0.2	-2.0	-6.8	0.2	-0.3	1.9	16.4	-2.4	3.4

Reformatted with two lines to a compound: entries from further up
Screens in order – Rv3671c protease | Yp Topo-I inh | TcdB GH inh | PriA SSB inh | SARS 3CLpro inh | PfHsp40 rescue | MazF activator | VHR inh abs | Anthrax LF inh2 | Vc quorum ag
> COc1ccc(CNC(=O)CNC(=O)c2c(C)nn(C)c2Cl)cc1
  4.7 | 4.2 | 1.8 | 1.2 | -3.2 | -1.3 | 6.8 | 30.2 | -3.1 | -1.3
> Cc1occc1-c1nnc(SCC(=O)N2CC(=O)Nc3ccccc32)n1CC(C)C
  -8.5 | 4.6 | nt | -5.2 | -3.8 | 0.4 | -1.1 | 10.5 | 0.2 | -0.8
> COc1ccccc1NC(=O)C1C2C=CC3(CN(Cc4cccnc4)C(=O)C13)O2 (stereo not drawn)
  6.6 | -0.5 | 0.2 | -6.0 | -6.5 | -0.4 | 0.4 | 25.2 | -2.7 | -0.6
> COc1cc(NC(=O)CN2C(=O)c3ccccc3S2(=O)=O)c(OC)cc1Cl
  -0.5 | 5.9 | nt | -4.6 | -3.0 | -2.0 | 4.0 | 7.1 | -2.3 | 1.5
> CCCCN(C(=O)C1=NN(c2ccccc2)C(=O)CC1)c1c(N)n(CC(C)C)c(=O)[nH]c1=O
  0.9 | 0.8 | 1.0 | 1.9 | nt | -0.8 | 2.1 | nt | -0.3 | -0.8
> COc1ccc([C@@H]2[C@@H]3C(=O)N(C(C)(C)C)C(=O)[C@@H]3[C@]3(CC(C)C)C(=O)N(c4cccc(F)c4)C(=O)N23)cc1
  -0.6 | 4.8 | 2.0 | 1.0 | nt | 3.1 | 2.7 | nt | -0.3 | -2.1
> CCn1c(Cc2ccccc2)nnc1SCC(=O)N1CCCC1=O
  8.0 | 3.6 | 1.1 | -1.2 | -3.7 | 0.0 | -0.7 | 33.1 | -5.7 | 2.9
> COc1ccccc1NC(=O)COc1ccc(/C=N/NC(=O)CSCc2cc(C)cc(C)c2)cc1
  -5.5 | 19.0 | nt | nt | 1.9 | 0.8 | -0.2 | -2.8 | 3.3 | -0.5
> Cc1sc2nc(CN3CCOCC3)nc(N3CCC(C(N)=O)CC3)c2c1C
  -2.6 | 1.5 | nt | 2.3 | 5.6 | -0.3 | 2.1 | nt | 1.6 | i
> O=[N+]([O-])c1ccc(/C=N\NS(=O)(=O)c2ccc(F)cc2)o1
  4.2 | 3.4 | 2.6 | nt | -1.4 | -1.0 | 0.5 | 35.7 | 0.9 | -0.2
> Cn1nc(C(=O)N2CCN(c3ccc(F)cc3)CC2)c2c1-c1ccccc1S(=O)(=O)C2
  10.0 | 15.0 | 2.9 | -9.3 | -5.5 | 8.0 | 5.0 | -14.4 | -1.8 | -0.4

Screening results from PubChem.
